Compound activity deposited in PubChem BioAssay by Southern Research Specialized Biocontainment Screening Center.
PhoP GFP inhibition: PhoP regulon inhibitors, Salmonella typhi PhoP promoter GFP reporter, confirmatory (AID 1850); Salmonella Typhi PhoP-promoter GFP reporter, fluorescence, 4 h; higher % means a stronger effect; inhibition, % at 50 µM; hits with a dose series show IC50 in µM; actives 0.33% (n = 310,000); in the data active means a potency from the dose series; inconclusive means inhibition mostly from about 25% at the one dose, without a potency; inactive means the rest, 99 in 100 with inhibition below about 19%;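 further: 0% = induced wells with vehicle and 100% = uninduced wells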
M. tuberculosis: growth inhibition of non-replicating M. tuberculosis (AID 488890); Mycobacterium tuberculosis non-replicating, growth inhibition; higher % means a stronger effect; inhibition, % at 25 µM; hits with a dose series show IC50 in µM; actives 0.39% (n = 320,000); in the data active means a potency from the dose series; inconclusive means inhibition mostly from about 82% at the one dose, without a potency; inactive means the rest, 99 in 100 with inhibition below about 76%;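 further: plate controls were DMSO cells for no effect and high antibiotic wells for full effect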
H37Rv inhibition: M. tuberculosis growth inhibition, HTS (AID 449762); inhibition, % at 25 µM, or IC50 in µM where a hit was titrated; actives 0.59% (n = 330,000); M. tuberculosis H37Rv growth inhibition, 7H9 media; higher % means a stronger effect; in the data active means a potency from the dose series; inconclusive means inhibition above about 70% without an active follow-up result;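 further: bacterial growth assessed after seven days of incubation; strong numbers were not always called active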
H1N1 NS1A inhibition: H1N1 influenza NS1A inhibitors, functional cell based assay (AID 504329). NS1A functional cell-based assay, percent inhibition; higher % means a stronger effect. inhibition, % at 12.5 µM, or IC50 in µM where a hit was titrated. actives 0.3% (n = 340,000); in the data active means a potency from the dose series; inconclusive means inhibition above about 27% without an active follow-up result; further: strong numbers were not always called active
inhibitors of VEEV: inhibitors of VEEV TC-83 cytopathic effect, confirmation, Vero cells (AID 588727); Vero cells, VEEV TC-83 cytopathic effect inhibition; higher % means a stronger effect; inhibition, % at 20 µM; hits with a dose series show IC50 in µM; actives 0.13% (n = 350,000); in the data active means a potency from the dose series; inconclusive means inhibition mostly from about 14% at the one dose, without a potency; inactive means the rest, 99 in 100 with inhibition below about 12%; further: strong numbers were not always called active
inhibitors of VEEV 10K pilot screen: recorded beside inhibitors of VEEV, whose call it bears; inhibition, %; measured here: 10K pilot screen inhibition
Active calls of the source: *; i = inactive; u = inconclusive; x = not tested or not shown.

SMILES | PhoP GFP inhibition | M. tuberculosis | H37Rv inhibition | H1N1 NS1A inhibition | inhibitors of VEEV | others
CCN1CCN(C(=O)CCNC(=O)Cn2cnc3ccccc3c2=O)CC1 | 10% | -12% | 2% | 3% | 1.2%
O=S(=O)(c1ccc(Br)cc1)N1CCC(c2nc3ccccc3[nH]2)CC1 | -7% | -2% | -1% | 4% | i
O=C1NC(=O)N(Cc2ccc(F)cc2)C(=O)/C1=C\c1ccc([N+](=O)[O-])s1 | -16% | i | u | 4% | i
CCOC(=O)c1cc(C(=O)NCc2ccc(Cl)cc2Cl)nn1C | -4% | u | 44% | -4% | 0.2%
Cc1cc(C(=O)Nc2cnc3ccccc3c2)ccc1[N+](=O)[O-] | -1% | -27% | 3% | -8% | 0.8%
C=CCN1CC[C@@]2(C)c3cc(O)ccc3CC1[C@@H]2C | -5% | -5% | 2% | 4% | 0.5%
O=c1cc(CNc2cc(C(F)(F)F)cc(C(F)(F)F)c2)nc2sccn12 | -3% | 11% | 4% | 15% | i | inhibitors of VEEV 10K pilot screen=2.0
Cc1ccc(CN2C3CCCC2CC(NC(=S)NCc2ccccc2)C3)cc1 (centres undefined) | 5% | 42% | 46µM* | 8% | i
c1ccc(Cn2nnnc2C(c2cccnc2)N2CCN(C3CCCCC3)CC2)cc1 (centres undefined) | 19% | 8% | 11% | 1% | 7.4%
O=C(Nc1ccccc1)N(Cc1ccccc1)Cc1ccccc1 | -7% | 8% | 10% | -2% | 0.7%
COCCNC(=O)c1ccc(N2CC3CC(C2)c2cccc(=O)n2C3)c(NC(=O)c2ccc(F)cc2)c1 (centres undefined) | 8% | -12% | -6% | -5% | 4.7%
CCc1nc(N[C@H](C(=O)O)C(C)C)c2oc3ccccc3c2n1 | -7% | 7% | -5% | -4% | 0.5%
COc1c2ccoc2c(OC(C)=O)c2oc(C)cc(=O)c12 | -4% | -6% | 1% | -11% | 7.1%
CC(=O)N1CCc2cc(S(=O)(=O)CCC(=O)NCc3ccc4c(c3)OCO4)ccc21 | -3% | 12% | -11% | 10% | i
COC(=O)c1cc(Nc2cc(C)c3c(O)cccc3n2)cc(C(=O)OC)c1 | -3% | 5% | -2% | -7% | 11%
CC1Cc2ccccc2N1CC(=O)NC(=O)NCc1ccccc1 (centres undefined) | -18% | 7% | 0% | 8% | 1.7%
CC1(C)CC(NC(=O)c2ccc(Cl)cc2)CC(C)(C)N1 | -5% | 3% | 2% | -3% | 0.3%
COc1ccc(C(Nc2ccccn2)c2c(NC(=O)c3ccco3)sc(C)c2C)cc1OC (centres undefined) | -7% | 29% | 5% | 7% | 2.7%
Cc1cc(C)c(NC(=O)COc2ccccc2C(=O)Nc2ccc3c(c2)oc2ccccc23)c(C)c1 | 11% | -5% | -9% | 17% | 0.1%
Cc1c(N(C(=O)c2cc(=O)[nH]c3ccccc23)C(C)C)c(=O)n(-c2ccccc2)n1C | 9% | -9% | 4% | -3% | 0.3%

Quoted at random: two records from the list, in no set order.
SMILES | PhoP GFP inhibition | M. tuberculosis | H37Rv inhibition | H1N1 NS1A inhibition | inhibitors of VEEV | others
CC1Cc2ccccc2N1CC(=O)NC(=O)NCc1ccccc1 (centres undefined) | -18% | 7% | 0% | 8% | 1.7%
O=c1cc(CNc2cc(C(F)(F)F)cc(C(F)(F)F)c2)nc2sccn12 | -3% | 11% | 4% | 15% | i | inhibitors of VEEV 10K pilot screen=2.0

(further entries)
SMILES | PhoP GFP inhibition | M. tuberculosis | H37Rv inhibition | H1N1 NS1A inhibition | inhibitors of VEEV | others
Cc1c(NC(=O)c2cccc(NC(=O)Cc3ccc(Cl)cc3)c2)c(=O)n(-c2ccccc2)n1C | x | -12% | -7% | -2% | 0.7%
CN(C)S(=O)(=O)c1ccc(Cl)c(NC(=O)COC(=O)c2ccc(O)cc2)c1 | 2% | 20% | 1% | -1% | 0.6%
Cc1cc(-c2ccccc2)c2c(=O)[nH][nH]c2n1 | 5% | 36% | 14% | -6% | 1.3%
COc1ccc(-n2c(N)c(C(=O)NCc3ccco3)sc2=S)cc1 | 10% | 0% | 1% | 8% | i
COc1ccc(CCNC(=O)c2ccc(S(=O)(=O)N(C)c3ccccc3)cc2)cc1OC | -1% | x | -4% | -1% | 0.8%
CCc1ccc(N2C(=O)C(Cl)=C(N3CCCCCC3)C2=O)cc1 | 0% | 12% | 5% | -24% | 0.5%
COC(=O)[C@]1(C)N[C@H](CN(C)C(=O)COc2ccccc2)[C@@H]2C(=O)N(C)C(=O)[C@@H]21 | x | -14% | 6% | 19% | 0.7%
CCCSc1nnc(CNC(=O)C23CC4CC(CC(C4)C2)C3)n1Cc1ccccc1 | -3% | 39% | 31% | -1% | 1.1%
COc1ccc(C(=O)NCCONC(=O)c2ccc(OC)cc2)cc1 | -3% | 1% | 6% | -4% | 1.9%
O=[N+]([O-])c1cc(/C=N/Nc2nc(N3CCCCC3)nc(N3CCCCC3)n2)ccc1O | 18% | 77% | u | >100µM* | 2.2%
COc1cc2cc(Oc3ccc4ccc(=O)oc4c3)c(=O)oc2cc1OC(=O)/C=C/c1ccccc1 | -2% | 2% | -1% | 10% | 7.7%
Cc1ccc(-c2csc3ncn(CC(N)=O)c(=O)c23)cc1C | -9% | 8% | -3% | -3% | 0.8%
NS(=O)(=O)c1ccc(NC(=O)COC(=O)CCc2nc3ccccc3c(=O)[nH]2)cc1 | x | -1% | -5% | -5% | 1.4%
CN(C)N1C(N)=C(C#N)C(c2cccs2)C2=C1CC(C)(C)CC2=O (centres undefined) | 3% | 5% | -4% | x | 4.6%
COc1ccccc1NC(=O)CCc1nc2sc3c(c2c(=O)[nH]1)CCCC3 | 4% | 13% | u | -14% | 2.8%
CC1=C(C(=O)OCc2ccccc2)C(c2ccc([N+](=O)[O-])cc2)NC(=O)N1C (centres undefined) | 6% | 61% | 5% | 3% | 1.6%
CC(=O)Nc1ccc2c(CN3C(=O)NC(C)(c4ccc(C)cc4)C3=O)cc(=O)oc2c1 (centres undefined) | 0% | 19% | 0% | -12% | 7.2%
O=C(CSc1ccccc1)NC1CCCCCCC1 | -6% | 75% | 2% | -14% | 3.5%
CCOC(=O)c1c(C)n(C)c2c(C)cc(O)c(OC(=O)CC)c12 | 4% | 2% | 1% | -6% | 2.9%
CCC(=O)N1N=C2C3CCN(CC3)C2C1c1ccccc1 (centres undefined) | -4% | -10% | -5% | 3% | 1.5%

For reference, some entries already given.
SMILES | PhoP GFP inhibition | M. tuberculosis | H37Rv inhibition | H1N1 NS1A inhibition | inhibitors of VEEV | others
Cc1c(NC(=O)c2cccc(NC(=O)Cc3ccc(Cl)cc3)c2)c(=O)n(-c2ccccc2)n1C | x | -12% | -7% | -2% | 0.7%
CN(C)S(=O)(=O)c1ccc(Cl)c(NC(=O)COC(=O)c2ccc(O)cc2)c1 | 2% | 20% | 1% | -1% | 0.6%
Cc1cc(-c2ccccc2)c2c(=O)[nH][nH]c2n1 | 5% | 36% | 14% | -6% | 1.3%
COc1ccc(-n2c(N)c(C(=O)NCc3ccco3)sc2=S)cc1 | 10% | 0% | 1% | 8% | i
COc1ccc(CCNC(=O)c2ccc(S(=O)(=O)N(C)c3ccccc3)cc2)cc1OC | -1% | x | -4% | -1% | 0.8%

(next part)
SMILES | PhoP GFP inhibition | M. tuberculosis | H37Rv inhibition | H1N1 NS1A inhibition | inhibitors of VEEV | others
O=C(O)CCCC(=O)N1CCc2cc(S(=O)(=O)NCc3ccccc3)ccc21 | -17% | -16% | 8% | 3% | 1.6%
COc1ccccc1N(CC(=O)N1CCC(C(N)=O)CC1)S(=O)(=O)c1ccccc1 | 8% | -14% | 0% | 0% | i
O=C(Cc1ccccc1)Nc1ccc(Br)c(Cl)c1 | 9% | 45% | 5% | -1% | 0.9%
CCCc1[nH]nc2c1C(c1cn[nH]c1-c1ccc(F)cc1)C(C#N)=C(N)O2 (centres undefined) | 14% | u | 2% | -4% | 1.0%
CC(NC(=O)N1CCOCC1)c1ccccc1 (centres undefined) | -3% | 17% | 1% | -5% | i
CCC(C)NC(=O)CCCc1ccccc1 (centres undefined) | 4% | 13% | -9% | 1% | 3.0%
O=[N+]([O-])c1ccc(-c2ncc(-c3ccc(Br)cc3)o2)cc1 | -7% | -27% | -4% | -3% | i
CC(c1ccccc1)n1c(S(=O)(=O)O)nc2ccccc21 (centres undefined) | 5% | 0% | 3% | -2% | i
CCN1C(=O)N(c2ccc(C(C)=O)cc2)S(=O)(=O)c2ccccc21 | 5% | -19% | -8% | -15% | 0.2%
COc1ccccc1-c1ccc(SCC(=O)NCc2ccc3c(c2)OCO3)nn1 | 8% | 71% | 1% | 1% | 1.4%
O=C(CN1C(=O)c2ccccc2S1(=O)=O)NCCSCc1cccc(Cl)c1 | 4% | 18% | -5% | -3% | 0.1%
COc1cccc(NC(=S)N(CCN(C)C)Cc2cccs2)c1 | 4% | -18% | -8% | -3% | 0.6%
Cc1ccc(NC(=O)CCC(=O)O)cc1F | 4% | -5% | -1% | 4% | 1.6%
Cc1cccc(NC2=C(NCCO)C(=O)c3ccccc3C2=O)c1 | 0% | 0% | 9% | 27% | 4.7%
O=C(CSc1nc(Nc2ccccc2)nc(N2CCOCC2)n1)Nc1cc(Cl)ccc1O | 2% | 44% | 44µM* | 0% | i
COc1ccc(OC)c(C2NC(=O)c3sc(=S)n(-c4ccccc4)c3N2)c1 (centres undefined) | 1% | 3% | 5% | 3% | i
O=C(CSc1ccc(-c2ccccc2)nn1)N1CCCc2ccccc21 | -6% | 37% | -7% | 20% | 5.5%
N#Cc1cccc(C(c2nnnn2Cc2ccccc2)N2CCCC2)c1 (centres undefined) | 5% | -5% | 0% | 2% | 0.4%
CN(NS(C)(=O)=O)c1c(C#N)c(C(F)(F)F)nn1C | -1% | -14% | -14% | 3% | 1.2%
Cc1cccc(/C=N/NC(=O)c2ccc3c(c2)OCCO3)c1O | 14% | u | 7% | -2% | 12%

Some of these compounds in order of heavy-atom count, lowest first.
SMILES | PhoP GFP inhibition | M. tuberculosis | H37Rv inhibition | H1N1 NS1A inhibition | inhibitors of VEEV | others
CN(NS(C)(=O)=O)c1c(C#N)c(C(F)(F)F)nn1C | -1% | -14% | -14% | 3% | 1.2%
CC(c1ccccc1)n1c(S(=O)(=O)O)nc2ccccc21 (centres undefined) | 5% | 0% | 3% | -2% | i
COc1cccc(NC(=S)N(CCN(C)C)Cc2cccs2)c1 | 4% | -18% | -8% | -3% | 0.6%
Cc1cccc(NC2=C(NCCO)C(=O)c3ccccc3C2=O)c1 | 0% | 0% | 9% | 27% | 4.7%
O=C(O)CCCC(=O)N1CCc2cc(S(=O)(=O)NCc3ccccc3)ccc21 | -17% | -16% | 8% | 3% | 1.6%
O=C(CSc1nc(Nc2ccccc2)nc(N2CCOCC2)n1)Nc1cc(Cl)ccc1O | 2% | 44% | 44µM* | 0% | i

(cont.)
SMILES | PhoP GFP inhibition | M. tuberculosis | H37Rv inhibition | H1N1 NS1A inhibition | inhibitors of VEEV | others
CCCn1c(SCC(=O)NC2CCCCC2C)n[nH]c1=O (centres undefined) | 13% | -2% | -6% | 3% | 1.9%
Cc1ccc(-n2nc(C)c(NS(=O)(=O)c3ccccc3)c2C)cc1C | 1% | -2% | -5% | 17% | i
CC1Cc2nc(SCC(=O)Nc3ccc4c(c3)OCO4)n(-c3ccc(F)cc3)c(=O)c2S1 (centres undefined) | 4% | 62% | -5% | 7% | 9.0%
COc1cccc2cc(C(=O)c3ccc([N+](=O)[O-])cc3)oc12 | -9% | 6µM* | 0% | 11% | i
CCCCN=C(C)c1c(O)c2ccccc2oc1=O | 1% | 55% | 9% | -3% | 0.4%
CCN1CCN(C(=O)c2ccccc2N(Cc2ccccc2)S(=O)(=O)c2ccc(C)cc2)CC1 | -11% | 15% | -13% | 3% | 1.3%
O=C(CCCCCn1c(=S)[nH]c2ccc(Br)cc2c1=O)NCC1CCCO1 (centres undefined) | 18% | 6% | -15% | -2% | 3.0%
CCOC(=O)C1CCCN(c2c(N3CCOCC3)c(=O)c2=O)C1 (centres undefined) | x | x | 2% | 27% | 0.2%
COc1ccc(OC)c(-c2csc(NC(=O)CSCc3c(C)noc3C)n2)c1 | 2% | 19% | -5% | -1% | 9.9%
COCCNC(=O)C(OC(=O)C1=Cc2ccccc2OC1)C(C)C (centres undefined) | 4% | 14% | 4% | -7% | i
C#CCOCCOCCOCCNc1nc(N2CCOCC2)nc(N2CCN(C(=O)[C@H](CC(N)=O)n3cc([C@@H](N)C(C)C)nn3)CC2)n1 | x | -1% | -2% | 7% | i
COc1cc(NC(=O)c2cc(-c3ccc4c(c3)OCO4)on2)cc(OC)c1OC | 11% | -6% | 8% | 2% | 3.0%
